# NPY Y1 blocker = NPY-Y1 receptor antagonists, primary screen, cell-based. Neuropeptide Y receptor type 1 (Homo sapiens), P25929. HEK293-CNG Y1 cells, membrane potential fluorescence; NPY at EC95, then isoproterenol. AID 1040, 2008. 1% of 200,000 active. inhibition, % at 3.6 µM;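 active = inhibition above the campaign mean inhibition of all tested compounds plus 3 SD, cut at about 20% in these data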;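 also: 0% = DMSO wells given NPY plus isoproterenol and 100% = isoproterenol alone without NPY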
#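 Material: HEK293 Y1/CNG channel cell line; also added: NPY (25 nM), isoproterenol (1 µM), Ro 20-1724 (25 µM); doses: one concentration, 3.6 µM, in 0.4% DMSO; schedule: compound incubation 1 h at room temperature, readout 45 min post-stimulation; technique: membrane potential fluorescence; measure: fluorescence ratio normalized to % inhibition between controls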
# NPY-Y2 PAM-ag = NPY-Y2 potentiators or agonists, primary screen, cell-based; AID 1359, 2008; activation, % at 3.6 µM; cells expressing NPY-Y2, potentiator/agonist read-out; Neuropeptide Y receptor type 2 (Homo sapiens), P49146; 0.45% of 220,000 active; in the data active = activation above about 27%;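 also: cells stimulated with NPY near EC25 plus isoproterenol at EC100; 0% = vehicle plus submaximal agonist and 100% = vehicle plus saturating agonist; some results beyond the cut were filed as inactive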
# Target sequence (P49146 whole entry, looked up): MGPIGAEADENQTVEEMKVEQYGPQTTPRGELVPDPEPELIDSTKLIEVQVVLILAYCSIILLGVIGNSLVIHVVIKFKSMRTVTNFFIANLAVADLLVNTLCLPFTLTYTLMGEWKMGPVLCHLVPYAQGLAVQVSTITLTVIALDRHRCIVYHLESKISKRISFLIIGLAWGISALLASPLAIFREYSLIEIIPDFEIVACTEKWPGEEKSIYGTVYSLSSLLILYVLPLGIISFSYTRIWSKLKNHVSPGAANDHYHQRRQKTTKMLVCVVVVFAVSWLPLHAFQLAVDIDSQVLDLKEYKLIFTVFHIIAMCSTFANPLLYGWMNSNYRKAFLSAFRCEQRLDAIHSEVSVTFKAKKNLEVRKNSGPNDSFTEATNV
# MDM2 E3 inh = MDM2-luciferase reporter signal enhancers, primary screen, MDM2 E3 ligase inhibitor project, cell-based, luminescence, 1536-well; E3 ubiquitin-protein ligase Mdm2 (Homo sapiens), Q00987; cell-based MDM2 ubiquitination luciferase reporter, 2 h; 0 = plate control, 100 = twice control, blank-subtracted; signal enhancement, % at 5 µM; 0.11% of 210,000 active; AID 1230, 2008;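 active = signal enhancement of 30% or more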;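 also: luminescence tracks abundance of the self-degrading MDM2-luciferase fusion protein; higher signal means inhibition of MDM2 E3 ligase activity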
# Target sequence (Q00987 whole entry, looked up, the tested form may be a part): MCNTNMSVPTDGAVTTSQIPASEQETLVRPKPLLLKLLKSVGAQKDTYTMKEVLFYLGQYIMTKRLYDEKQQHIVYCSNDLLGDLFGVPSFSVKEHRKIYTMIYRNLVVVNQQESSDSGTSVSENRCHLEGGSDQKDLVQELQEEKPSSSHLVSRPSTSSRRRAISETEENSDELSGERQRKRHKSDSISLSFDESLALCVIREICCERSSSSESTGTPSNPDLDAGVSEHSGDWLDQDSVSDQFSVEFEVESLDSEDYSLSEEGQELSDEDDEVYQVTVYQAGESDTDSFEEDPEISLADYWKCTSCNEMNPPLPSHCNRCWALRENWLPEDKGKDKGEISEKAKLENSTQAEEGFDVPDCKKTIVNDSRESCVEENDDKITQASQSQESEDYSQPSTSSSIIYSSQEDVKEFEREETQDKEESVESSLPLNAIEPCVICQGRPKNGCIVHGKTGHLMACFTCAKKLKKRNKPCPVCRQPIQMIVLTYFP
#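 Test system: stable mammalian line carrying autodegrading MDM2–luciferase fusion reporter; quantity: 2000 cells in each well; times: 4 h cell settling then 2 h compound exposure, 37 °C; detection: luminescence with SteadyLite reagent, 15 min at room temperature; evaluation: percent signal gain over controls, blank-subtracted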
# RBBP9 inh = human RBBP9 inhibitors, primary screen, biochemical, fluorescence polarization, FP-Rh probe, HTS. Serine hydrolase RBBP9 (Homo sapiens), O75884. recombinant RBBP9. inhibition, % at 7.94 µM. 0.2% of 220,000 active. AID 1515, 2009;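 active = inhibition above the campaign mean of all tested compounds plus 3 SD, cut at about 14% in these data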;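 also: plate controls were DMSO wells with RBBP9 for no effect and wells lacking RBBP9 protein for full effect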
# Target sequence (O75884 whole entry, looked up): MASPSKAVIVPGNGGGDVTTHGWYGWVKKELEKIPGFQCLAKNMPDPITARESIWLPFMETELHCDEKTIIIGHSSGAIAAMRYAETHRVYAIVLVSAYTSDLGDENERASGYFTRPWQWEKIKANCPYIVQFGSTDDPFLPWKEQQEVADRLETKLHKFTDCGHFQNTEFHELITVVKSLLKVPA
#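 Measured by: FP readout at 525/598 nm; material: recombinant human RBBP9; also added: Serine-hydrolase probe FP-Rh, 375 nM pre-mixing; medium: Tris buffer pH 8.0, NaCl, Pluronic; replication: one well per compound; doses: one concentration, 7.94 µM nominal, 0.794% DMSO; timing: preincubation 30 min plus labeling 45 min at 25 °C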
# Runt-CBFb FRET = inhibitors of RUNX1 Runt–CBFb binding, primary screen, biochemical, FRET, Cerulean-Runt, Venus-CBFb, uHTS | 0.46% of 220,000 active | Cerulean-Runt/Venus-CBFb FRET ratio 530/480, 1 h | Runt-related transcription factor 1 (Homo sapiens) + Core-binding factor subunit beta … | inhibition, % at 20 µM;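 active = inhibition over about 50% at 20 µM in the single-dose screen, limit read from the data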;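 also: 0% = DMSO wells and 100% = excess unlabeled CBFb competitor control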
#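 Assay system: Cerulean-Runt domain fusion protein, energy donor; Signal: fluorescence energy transfer, 422 nm excitation, 530/480 nm emission; Timing: 1 h compound exposure, room temperature; Control set: unlabeled CBFb; Medium: Tris buffer pH 7.5 with salts and BSA; Compound: single test concentration of 20 µM, 1% DMSO final; Probe or stimulus: Venus-CBFb 100 nM.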
# NPY1 pot ag = NPY-Y1 receptor potentiators or agonists, primary screen, cell-based; Neuropeptide Y receptor type 1 (Homo sapiens), P25929; NPY-Y1 expressing cells, potentiator/agonist activation; activation, % at 3.6 µM; 0.37% of 220,000 active; in the data active = activation above about 33%, passing the limit was not always enough;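 also: cells stimulated with NPY at EC10 then isoproterenol at EC100; 0% = low agonist plus stimulus and 100% = saturating agonist plus stimulus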
# p97 inhibitor = inhibitors of human p97 ATPase, primary screen, biochemical; 0.42% of 220,000 active; AID 1481, 2009; inhibition, % at 8 µM; recombinant p97 ATPase, Kinase-Glo ATP luminescence, 3 h; Transitional endoplasmic reticulum ATPase (Homo sapiens), P55072; in the data active = inhibition above about 15%;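 also: 0% = DMSO vehicle and 100% = wells lacking enzyme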
# Runt-SMMHC FRET = inhibitors of RUNX1 Runt–CBFb-SMMHC binding, primary screen, biochemical, FRET, Cerulean-Runt, Venus-CBFb-SMMHC, uHTS | inhibition, % at 20 µM | Runt-related transcription factor 1 (Homo sapiens) + Core-binding factor subunit beta … | Cerulean-Runt/Venus-CBFb-SMMHC FRET ratio 530/480, 1 h | 0.74% of 220,000 active | AID 1434, 2008;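 active = mean inhibition across duplicate retests at 20 µM reaching about 50%, limit read from the data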;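 also: 0% = DMSO wells and 100% = wells with excess untagged CBFb-SMMHC; inhibitors lower the FRET ratio by blocking Runt binding to CBFb-SMMHC; some results filed as inactive read as strong as hits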
# Hck Nef HTS = inhibitors of Nef-activated human Hck kinase, primary screen, biochemical, Z-Lyte FRET, 384-well, Hck-YEEI. Recombinant Hck-YEEI plus Nef, Z-Lyte FRET kinase assay. AID 463187, 2010. Tyrosine-protein kinase HCK (Homo sapiens), P08631. 0.68% of 220,000 active. inhibition, % at 20 µM;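 active = Hck-Nef kinase inhibition above about 50%, limit read from the data; inactive = inhibition below that limit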;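 also: 0% = DMSO with Hck plus Nef and 100% = Hck alone without Nef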
# * = called active by the depositor; · = no result given. Compounds as they come. About 3.5% of those tested had a hit in this group.
SMILES,NPY Y1 blocker,NPY-Y2 PAM-ag,MDM2 E3 inh,RBBP9 inh,Runt-CBFb FRET,NPY1 pot ag,p97 inhibitor,Runt-SMMHC FRET,Hck Nef HTS
Cc1ccc(NC(=O)COC(=O)c2cc(C)nc3ccccc23)c([N+](=O)[O-])c1,2,1,-15,-7,1,3,0,1,11
CC(C)(C)n1nc2c(c1NC(=O)c1cc3ccccc3o1)CSC2,1,5,-1,2,-1,1,3,3,10
O=C(COc1ccccc1)n1nc(-c2ccc(Cl)cc2)nc1NCc1ccco1,-8,13,-1,-2,1,16,5,0,2
Cc1cc(C)cc(NC(=O)c2nccnc2C(=O)O)c1,2,-7,-6,-7,1,11,2,-3,1
CSc1nnc2c(n1)[nH]c1c(C)cccc12,-1,18,-12,-7,-2,4,5,1,0
O=C(c1ccc(Cl)cc1)N1CCN(c2ccc([N+](=O)[O-])c(NCc3cccnc3)c2)CC1,3,-1,·,7,·,13,5,·,-1
COc1ccc(CCC(=O)NCc2ccco2)cc1,-3,-14,-8,-12,4,0,3,0,0
O=C(CN1CCOCC1)Nc1ccc2c(c1)CCC2,·,-4,·,-8,0,20,-1,-1,29
CCCC1C(c2ccco2)NC(c2ccco2)CC1(C)O (configuration not stated),7,2,-9,3,8,-6,6,2,7
Cc1cc(C)c(S(=O)(=O)n2ccc(-c3ccc(OCCN(C)c4ccccn4)cc3)n2)c(C)c1,8,-8,-12,-6,1,-7,0,5,-1
N#CCCn1c(C(C#N)(CCC#N)CCC#N)nc2ccccc21,-5,-4,-7,-10,-1,22,4,-2,-1
CCOP(=O)(OCC)c1nc(-c2cccc3ccccc23)oc1N1CCCCC1,2,7,-6,-2,2,11,-1,18,49
COC(=O)c1ccccc1OC(=O)c1cc[n+]([O-])cc1,2,7,-14,5,-1,12,4,2,-9
Cn1c(N)c(C(=O)COC(=O)c2ccc(S(=O)(=O)N3CCCCC3)cc2)c(=O)n(C)c1=O,10,6,-14,-6,-1,-3,-3,-7,-16
C#CCn1c(S(=O)(=O)Cc2ccc(OC)cc2)nc(-c2ccccc2)c1-c1ccccc1,20*,-27,-9,-6,0,-4,-1,5,0
COc1cccc(-n2c(-c3ccco3)nc3nc4ccccc4nc32)c1,-2,9,-3,-6,-56,13,9,-42,-20
COc1ccc(/C=N/NC(=O)CSCC(=O)Nc2ccccc2)cc1OC,-3,3,-4,8,-5,9,3,-4,0
COc1cccc(C(C(=O)NC2CCCCC2)N(C(=O)c2ccco2)c2ccc(-n3cnnn3)c(C)c2)c1 (configuration not stated),1,-3,·,-3,-9,-11,1,5,-4
CSc1nc2ccc3nc(NC(=O)c4ccccc4)sc3c2s1,3,14,-19,-10,0,-3,1,-6,1
COC(=O)[C@@H]1C[C@@]2(O)[C@H](O)[C@H](O)[C@H](O)C[C@H]2N1Cc1cc(F)ccc1F,·,·,2,·,1,·,·,-2,12

# 13 neighbouring compounds from above, for reference:
SMILES,NPY Y1 blocker,NPY-Y2 PAM-ag,MDM2 E3 inh,RBBP9 inh,Runt-CBFb FRET,NPY1 pot ag,p97 inhibitor,Runt-SMMHC FRET,Hck Nef HTS
Cc1ccc(NC(=O)COC(=O)c2cc(C)nc3ccccc23)c([N+](=O)[O-])c1,2,1,-15,-7,1,3,0,1,11
CC(C)(C)n1nc2c(c1NC(=O)c1cc3ccccc3o1)CSC2,1,5,-1,2,-1,1,3,3,10
O=C(COc1ccccc1)n1nc(-c2ccc(Cl)cc2)nc1NCc1ccco1,-8,13,-1,-2,1,16,5,0,2
Cc1cc(C)cc(NC(=O)c2nccnc2C(=O)O)c1,2,-7,-6,-7,1,11,2,-3,1
CSc1nnc2c(n1)[nH]c1c(C)cccc12,-1,18,-12,-7,-2,4,5,1,0
O=C(c1ccc(Cl)cc1)N1CCN(c2ccc([N+](=O)[O-])c(NCc3cccnc3)c2)CC1,3,-1,·,7,·,13,5,·,-1
COc1ccc(CCC(=O)NCc2ccco2)cc1,-3,-14,-8,-12,4,0,3,0,0
O=C(CN1CCOCC1)Nc1ccc2c(c1)CCC2,·,-4,·,-8,0,20,-1,-1,29
CCCC1C(c2ccco2)NC(c2ccco2)CC1(C)O (configuration not stated),7,2,-9,3,8,-6,6,2,7
Cc1cc(C)c(S(=O)(=O)n2ccc(-c3ccc(OCCN(C)c4ccccn4)cc3)n2)c(C)c1,8,-8,-12,-6,1,-7,0,5,-1
N#CCCn1c(C(C#N)(CCC#N)CCC#N)nc2ccccc21,-5,-4,-7,-10,-1,22,4,-2,-1
CCOP(=O)(OCC)c1nc(-c2cccc3ccccc23)oc1N1CCCCC1,2,7,-6,-2,2,11,-1,18,49
COC(=O)c1ccccc1OC(=O)c1cc[n+]([O-])cc1,2,7,-14,5,-1,12,4,2,-9

# Later entries
SMILES,NPY Y1 blocker,NPY-Y2 PAM-ag,MDM2 E3 inh,RBBP9 inh,Runt-CBFb FRET,NPY1 pot ag,p97 inhibitor,Runt-SMMHC FRET,Hck Nef HTS
CCN(C(=O)c1ccc2c(Cl)c3c(nc2c1)CCC3)c1ccc(C)c(C)c1,8,-10,·,-15,-2,-24,-5,0,-3
c1ccc(-c2noc(CSc3nc4ccccc4o3)n2)cc1,8,-22,-1,1,-2,-41,-1,3,1
O=C(CCNC(=O)c1ccc(Br)o1)NCc1ccc(Cl)cc1,4,-7,-3,-9,2,-8,-4,-4,0
CC(C)C1=NN(C(=O)c2ccccc2)C(O)(C(C)(C)C)C1 (configuration not stated),4,8,-5,-10,-3,11,2,4,-1
Cn1c(CCNC(=O)c2ccc(Cl)cc2)n[nH]c1=S,1,5,-13,-6,3,14,0,-9,-1
COc1ccc(C2N(c3ccc(OC)cc3)C(=O)C3CCCN32)cc1 (configuration not stated),0,-7,-13,3,0,7,4,-1,6
Cc1ccc(NCc2ccco2)cc1C,1,11,-7,-14,4,6,4,4,21
COc1ccc(S(=O)(=O)NNC(=O)C(=O)NNc2ccccn2)cc1,·,-9,-11,-3,10,18,-1,0,8
Cc1cccnc1NC1(C(F)(F)F)N=C2SCCN2C1=O (configuration not stated),1,1,-12,-1,-1,11,3,1,4
COC(=O)[C@H](Cc1ccccc1)NC(=O)NCc1ccccc1,·,9,-6,-7,-1,3,-5,1,2
COc1ccc(N2CC(C(=O)Nc3nnc(SCC(=O)c4ccccc4)s3)CC2=O)cc1 (configuration not stated),5,-7,-11,-7,-1,-12,-1,8,1
O=C(CSc1nnc2ccccn12)c1ccccc1,-1,-4,-20,4,2,2,2,0,18
CS/C(N)=N/N=C/c1ccc([N+](=O)[O-])cc1,1,-3,-10,-1,-8,-4,2,6,0
CSc1ncc(Cl)c(C(=O)Nc2sc3c(c2C(=O)NCc2ccco2)CCCC3)n1,2,-12,-4,2,0,-11,7,-62,12
Cc1ccccc1N(C(=O)c1csnn1)C(C(=O)NC(C)(C)C)c1cccs1 (configuration not stated),1,-6,-10,-6,0,16,-6,2,21
CCOC(=O)c1c(NC(=O)CSc2ncnc3ccccc23)sc(C(C)=O)c1C,2,-4,-14,-9,-5,-18,0,-1,6
Cc1oc(C)c2c(=O)ccc3c(c12)OC(N)=C(C#N)C3c1ccc(F)cc1 (configuration not stated),1,-5,-14,-3,3,1,3,0,7
CCCCN1C(=O)C(=O)NC[C@@H]1C(C)O (some centres not stated),·,·,-18,·,2,·,·,-4,10
CCCc1cc(Nc2cccc(OCC)c2)n2ncnc2n1,0,9,-15,-5,0,17,-2,4,2
NS(=O)(=O)c1ccc(NC(=O)COC(=O)c2ccco2)cc1,3,-14,-8,-6,0,3,4,-2,-10
COc1ccc(Cl)cc1NC(=O)Nc1cccc([N+](=O)[O-])c1C,8,6,-5,-3,1,10,2,3,0
Cc1cc(Nc2ccc(F)c(Cl)c2)n2nc(C)nc2n1,-1,5,·,-11,-2,-12,1,0,-1
O=C(Cc1ccccc1)N1CCNCC1,5,-5,-2,1,1,0,13,-8,19
O=C(Nc1cccnc1)c1noc2c1CCCCC2,-1,-3,-3,-12,2,9,1,4,1
C/C(=N\Nc1ccccn1)c1cccs1,8,9,-11,-3,1,4,-3,-4,-33
CN(C)S(=O)(=O)Oc1ccc(C(=O)Nc2cccc(Cl)c2)cc1,-2,-6,-13,-4,0,3,-1,-9,5
CN(C)c1nc(Cl)cc(N2CCOCC2)n1,7,8,-6,-6,0,-4,1,-2,0
COc1ccc(NCc2nnc(SCC#N)n2-c2ccccc2OC)cc1,-1,11,-28,-6,-1,6,7,5,-2
O=C(Cc1ccccc1)Nc1ccc(NC(=O)c2ccco2)nc1,-1,-13,-7,-6,-1,2,6,4,5
O=C(O)CNC(=O)CC1S/C(=N/N=C/c2ccccc2O)NC1=O (configuration not stated),1,-8,-24,-8,0,2,-4,-2,8
COc1ccc(C/C(C)=N/NC(=S)Nc2ccccc2F)cc1,-7,-19,-7,1,6,-6,2,7,17
Cc1ccc(S(=O)(=O)/C(C#N)=C/c2c(N3CCC(C(N)=O)CC3)nc3ccccn3c2=O)cc1,0,6,-5,-6,-2,11,6,-7,-17

# High-throughput results as filed in PubChem BioAssay.
